Screens from PubChem.
PTHR1 agonist: qHTS for PTHR1 Agonists: Primary Screen; Parathyroid hormone/parathyroid hormone-related peptide receptor (Homo sapiens), Q03431; HEK293 GP2 PTHR1 cells, GloSensor cAMP luminescence, 1 h; Potency, µM (doses to about 115 µM), for inactives: top-dose activation, actives largely listed as activators; hit rate 0.075% among 410,000; AID 743266, 2014; also: potency is read from the fitted curve at half-maximal effect; nearly all actives have a fitted effect of over 55% in size; some results filed as inactive show a strong effect at the top dose; inactives centre near -15; many of its hits are not listed in these tables
Target sequence (Q03431 whole entry, looked up): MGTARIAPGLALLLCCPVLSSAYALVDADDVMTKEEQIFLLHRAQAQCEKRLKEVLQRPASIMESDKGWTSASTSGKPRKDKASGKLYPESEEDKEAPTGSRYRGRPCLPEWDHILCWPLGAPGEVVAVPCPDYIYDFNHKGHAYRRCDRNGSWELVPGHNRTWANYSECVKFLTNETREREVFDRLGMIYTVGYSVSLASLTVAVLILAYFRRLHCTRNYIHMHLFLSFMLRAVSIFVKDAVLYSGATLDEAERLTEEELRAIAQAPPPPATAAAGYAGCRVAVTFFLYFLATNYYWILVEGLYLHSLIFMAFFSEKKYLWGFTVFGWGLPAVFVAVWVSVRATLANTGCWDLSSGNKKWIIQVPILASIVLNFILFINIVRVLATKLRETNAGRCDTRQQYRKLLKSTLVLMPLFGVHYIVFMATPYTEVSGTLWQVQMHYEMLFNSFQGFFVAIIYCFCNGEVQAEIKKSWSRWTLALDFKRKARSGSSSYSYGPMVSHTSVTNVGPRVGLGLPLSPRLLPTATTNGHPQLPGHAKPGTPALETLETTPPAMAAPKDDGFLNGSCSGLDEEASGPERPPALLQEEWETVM
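HEK-293-derived GP2 cells expressing PTHR1 and a GloSensor cAMP reporter, 3,000/well, plated overnight, given luciferin plus IBMX (each 0.5 mM as added) for 1 h at 37 °C, then compound for 1 h at 37 °C. Luminescence was read after 15 min at room temperature.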
HEK293 tox: qHTS of GLP-1 Receptor Inverse Agonists: Cytotox Screen. HEK293 cAMP-luciferase reporter cells, luminescence, 24 h. Potency, µM (titrated, usually from 38.3 µM), without a hit: at the highest dose activity change, negative = inhibition, most hits filed as inhibitors. hit rate 0.13% among 410,000. AID 624418, 2012;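 also: loss of luciferase light is scored as toxicity; potency is read from the fitted curve at half-maximal effect; % is scaled to controls: 0 for no effect and ±100 for the full control effect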
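MLSMR compounds, 24 hr on cells at 37 deg C/5% CO2; luminescence after luciferase reagent (12 min RT). Inhibition counted as the undesired cytotoxic outcome.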
D3 antag: qHTS of D3 Dopamine Receptor Antagonist: qHTS. D(3) dopamine receptor (Homo sapiens), P35462. D3R cells, DiscoveRx beta-arrestin luminescence, antagonist mode; active compounds read low. max response, negative = inhibition, %. hit rate 2.5% among 360,000. AID 652054, 2013; in the data active = max response below about -50%; inconclusive = no clear call, values can overlap the other calls; also: % is scaled to controls: 0 for no effect and ±100 for the full control effect; mostly tested at two doses, the higher about 12 µM
Target sequence (P35462 whole entry, looked up): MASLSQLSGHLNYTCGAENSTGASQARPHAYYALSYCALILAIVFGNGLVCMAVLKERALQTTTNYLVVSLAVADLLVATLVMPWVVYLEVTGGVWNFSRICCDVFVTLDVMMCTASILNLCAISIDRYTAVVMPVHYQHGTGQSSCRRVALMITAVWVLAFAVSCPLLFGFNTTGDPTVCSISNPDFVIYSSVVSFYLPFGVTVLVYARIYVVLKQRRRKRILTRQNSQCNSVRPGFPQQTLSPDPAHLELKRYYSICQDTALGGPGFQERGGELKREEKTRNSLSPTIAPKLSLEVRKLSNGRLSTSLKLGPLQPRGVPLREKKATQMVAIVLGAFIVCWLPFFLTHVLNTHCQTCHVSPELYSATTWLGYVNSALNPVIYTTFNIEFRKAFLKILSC
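Cells expressing the human receptor were seeded at 1500 cells/well, incubated overnight at 37 degrees C in 5% CO2, then exposed to library compounds with dopamine controls for 90 minutes at 37 degrees C before luminescent detection.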
KB-V1 cytotox: qHTS assay for MDR1-selective chemotherapeutics: Primary screen using the drug-selected MDR subline cells KB-V1 | KB-V1 MDR cells viability, CellTiter-Glo, 72 h | Potency, µM (doses to about 46.1 µM), for inactives: at the highest dose activity change, negative = cytotoxicity, actives largely listed as cytotoxic | hit rate 3.4% among 400,000 | AID 1347076, 2019; also: potency is read from the fitted curve at half-maximal effect; % is scaled to controls: 0 for no effect and ±100 for the full control effect; nearly all actives have a fitted effect of over 60% in size
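Luminescent ATP read-out (CellTiter-Glo, 10 min) measures survival of drug-selected KB-V1 MDR cells after 72 h, 37 degrees C compound exposure. Medium: phenol-red-free DMEM, 10% FBS. Values from fitted concentration-response curves.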
D3 ag: qHTS of D3 Dopamine Receptor Agonist: qHTS; D(3) dopamine receptor (Homo sapiens), P35462; D3R DiscoveRx beta-arrestin cells, luminescence, 90 min; max activation, %; hit rate 0.58% among 410,000; in the data active = max activation above about 30%; also: 0% is about no effect; mostly tested at two doses, the higher about 12 µM
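Agonist-mode cell screen: cells plated at 1500/well and incubated overnight at 37 °C, then exposed to library compounds for 90 min at 37 °C. Detection reagent was added for 30–60 min at room temperature, and luminescence was read.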
GLP1R inv ag: qHTS of GLP-1 Receptor Inverse Agonists (Inhibition Mode); Glucagon-like peptide 1 receptor (Homo sapiens), P43220; AID 624417, 2012; HEK293 GLP-1R CRE-luciferase, luminescence, 24 h; GLP-1R form is constitutively active; hit rate 1.6% among 410,000; Potency, µM (doses to about 38.3 µM), for inactives: at the highest dose activity change, negative = inhibition, most hits filed as inhibitors; also: potency is read from the fitted curve at half-maximal effect; % is scaled to controls: 0 for no effect and ±100 for the full control effect; nearly all actives have a fitted effect of over 55% in size
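Stable HEK293 clone (constitutively active GLP-1R + cAMP-response luciferase); 200 cells/uL plated, 12 h pre-culture, compound 24 hr, 37 deg C/5% CO2; detection reagent 12 min RT; luminescence.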
aSyn yeast inh: qHTS of alpha-syn Inhibitors; Yeast expressing alpha-synuclein, growth rescue, BacTiter-Glo, 24 h; Potency, µM (titrated, usually from 46.1 µM), inactives show at the top dose growth rescue (activation), actives largely listed as activators; hit rate 0.14% among 370,000; AID 652106, 2013; also: potency is read from the fitted curve at half-maximal effect; % of control where 0% means no effect; nearly all actives have a fitted effect of over 65% in size
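Galactose-induced alpha-syn yeast (OD600=0.02, raffinose-pregrown) + pinned cpd, 24 hr, 30 deg C; growth by BacTiter-Glo luminescence. Growth restoration scores as activation.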
GLP1R ag: qHTS of GLP-1 Receptor Agonists | Glucagon-like peptide 1 receptor (Homo sapiens), P43220 | HEK293 GLP-1R CRE-luciferase, luminescence, 4-6 h; cells express a hypersensitive GLP-1R form | Potency, µM (top dose mostly 45.6 µM), without a hit: top-dose activation, usual class: activators | hit rate 0.007% among 380,000; also: potency is read from the fitted curve at half-maximal effect; % of control where 0% means no effect
TDP-43 yeast inh: qHTS of TDP-43 Inhibitors | TDP-43 expressing yeast growth rescue, BacTiter-Glo, 24 h | Potency, µM (top dose mostly 46.1 µM), for the others: at the highest dose growth rescue (activation), actives largely listed as activators | hit rate 1.8% among 410,000 | AID 652104, 2013; also: potency is read from the fitted curve at half-maximal effect; % of control where 0% means no effect; nearly all actives have a fitted effect of over 50% in size
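Growth rescue of TDP-43-toxic yeast measured as ATP luminescence (BacTiter-Glo). Cells grown to mid-log in raffinose, induced in galactose at OD600=0.02, exposed to compound 24 hr at 30 deg C.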
The depositor's hits bear a star; i = inactive; ? = inconclusive; nt = no result given; [ ] = dose if it differs, or a comment. Unless noted, calls follow the shape of the dose curve; as a rule, active = well fitted curve in the direction sought with a large enough effect; inconclusive = small, poorly fitted or top-dose-only effect, or another doubt; inactive = no such curve, though single readings can be large; an effect the other way counts as inactive or inconclusive.

item | Molecule | PTHR1 agonist | HEK293 tox | D3 antag | KB-V1 cytotox | D3 ag | GLP1R inv ag | aSyn yeast inh | GLP1R ag | TDP-43 yeast inh
1 | COc1cc(/C=N/NC(=O)CNC(=O)c2ccco2)ccc1O | i | -6%[7.66 µM] | -14 | -4% | -5 | -11%[7.66 µM] | -7% | 4% | 1%[9.22 µM]
2 | CC(O)CNCCCOc1ccc(Cl)cc1C(C)(C)C (stereo unspecified) | -11% | ? | -53* | 21µM* | -14 | 1.6µM* | -7% | 0% | -11%
3 | COCCNC(=O)CCC1CCN(Cc2cccc(-c3ccc(C)o3)c2)CC1 | -6% | -1% | -15 | 7% | -17 | -9% | -2% | -2% | -7%
4 | CS(=O)(=O)N1Cc2ccccc2CC1C(=O)O (stereo unspecified) | i | 2%[7.66 µM] | 7 | 6% | 5 | 8%[7.66 µM] | 8% | -2% | 2%
5 | O=C(CC1CCCC1)Nc1cc(C(F)(F)F)ccc1-n1cncn1 | -9% | 16% | -11 | 3% | -6 | -24% | 0%[1.84 µM] | 2% | 3%
6 | Cc1ccccc1C(OCC(O)CN1CCN(CCO)CC1)c1ccccc1 (stereo unspecified) | 2% | 8% | -18 | 6% | -13 | -48% | -6% | 0% | 1%
7 | COCCn1c(C)cc(C(=O)CN2C(=O)NC3(CCCCCC3)C2=O)c1C | -16% | -5% | 13 | nt | 0 | -4% | 8% | 8% | -3%
8 | Cc1cc(C)c2nc(SCC(=O)Nc3cc(C)on3)c(C)cc2c1 | -22% | 7% | -2 | -2% | 1 | 11% | -1% | 7% | -15%
9 | CC(=O)n1cc([C@H]2C=C(C(=O)Nc3ccccc3)O[C@@H](OCc3ccc(CO)cc3)C2)c2ccccc21 | -32%[inhibitor] | -27% | 9 | ? | 9 | ? | -1% | 0% | 19%
10 | O=C(NC1CCCCCC1)c1cccnc1Sc1ccccc1 | -17% | 3% | -5 | 23µM* | -11 | 1% | -1% | 6% | 2%
11 | CCOC(=O)Nc1ccc(Oc2ccccc2)cc1 | -40%[inhibitor][57.5 µM] | 12% | 39 | 8% | 6 | ? | -1% | -4% | 11µM*
12 | Cc1cccnc1CNC(=O)C1(C)CCCN1CC(C)C (stereo unspecified) | -7% | -3% | 0 | 21% | -11 | ? | -9% | 7% | -10%
13 | Cc1cc(=O)[nH]c(N/N=C/c2ccco2)n1 | i | -1% | -7 | 6% | -4 | 1% | -1% | 0% | 8%
14 | O=C(c1ccccc1F)N1CCCC(c2ccccc2)C1 (stereo unspecified) | i | 0% | -10 | 23µM* | -1 | ? | 9% | -1% | ?
15 | Cc1ccc(CSc2nnc([C@@H]3CCCN3C(=O)OC(C)(C)C)o2)cc1 | -20% | 1% | -1 | -1% | -2 | ? | 2% | -5% | 27%
16 | CC(C(=O)NCCc1ccc(S(N)(=O)=O)cc1)N1C(=O)CC(C)(C)Sc2ccccc21 (stereo unspecified) | -1% | -13% | 1 | 0% | 3 | 1% | 1% | 15% | 1%
17 | CC(O)(c1cccnc1)c1nc(-c2ccc3ccccc3c2)cs1 (stereo unspecified) | -1% | 5% | 0 | 6.5µM* | -2 | ? | ? | ? | ?
18 | Cc1ccc(NC(=O)C2CC(O)CN2C(=O)Oc2ccccc2)c(C)c1 (stereo unspecified) | i | 10% | 1 | 21% | -8 | 11% | -1% | 9% | -8%
19 | CCOC(=O)Cc1nnc(NC(=O)CSc2nnc3c4ccccc4n(C(C)C)c3n2)s1 | i | -13% | 49 | 5% | 3 | 46%[activator] | -3% | 5% | 5%
20 | Cc1ccn2c(=O)c(C(=O)NCc3ccccc3Cl)c(O)nc2c1 | -46%[inhibitor] | -11% | nt | -9% | 1 | 4% | nt | 1% | -2%
21 | COCCn1nnnc1C(c1ccccc1)N1CCN(C(=O)c2ccco2)CC1 (stereo unspecified) | i | -14% | 9 | -11% | 1 | 4% | -1% | -2% | 12%
22 | CCCN1CCN(CCCNC(=O)c2cc3c(=O)n(C)c4ccccc4c3n2C)CC1 | -18% | -14% | -12 | -3% | -15 | -4% | -4% | 0% | 10%
23 | CC(O)Cn1ccccc1=N (stereo unspecified) | -13%[57.5 µM] | -2% | -23 | 1% | -7 | 8% | 0% | 19% | -8%
24 | COc1ccccc1N1CCN(C2CCN(C(=O)c3cccs3)CC2)CC1 | -28% | -6% | -63* | 1% | -17 | 1% | 4% | -4% | 7%
25 | CC(C)C(N)c1csc(Nc2ccc(C(=O)NCCCO)cn2)n1 (stereo unspecified) | -21% | -6% | 7 | -1% | 4 | 1% | -1% | 3% | 0%
26 | CCOc1cc(CNC(C)(C)C)ccc1OCC(=O)Nc1cccc(C(F)(F)F)c1 | i | -4% | 3 | -9% | 1 | ? | -4% | 17% | -20%
27 | CCOC(=O)N/N=C\c1ccc(-c2cccc(C(F)(F)F)c2)o1 | i | 3%[7.66 µM] | -8 | -1% | -7 | 7%[7.66 µM] | -5% | 12% | -16%[9.22 µM]
28 | Cc1sc(NC(=O)CN2CCOCC2)c(C#N)c1C | -4% | -13% | -12 | -17% | -4 | -10% | -2% | 4% | 0%
29 | C[C@H](O)Cc1cc2ccccc2c(=O)o1 | -19% | 12% | -16 | -9% | -3 | 17% | -3% | 3% | 0%
30 | C=CCN1C=CC(=O)[C@@H](OC(=O)Nc2ccc(Br)cc2)[C@H]1c1ccccc1Br | -1% | 4% | ? | ? | -19 | ? | 0% | 5% | 24%

Exported with each value named: 4 of the compounds above.
[16] CC(C(=O)NCCc1ccc(S(N)(=O)=O)cc1)N1C(=O)CC(C)(C)Sc2ccccc21 (stereo unspecified)
  PTHR1 agonist: -1%
  HEK293 tox: -13%
  D3 antag: 1
  KB-V1 cytotox: 0%
  D3 ag: 3
  GLP1R inv ag: 1%
  aSyn yeast inh: 1%
  GLP1R ag: 15%
  TDP-43 yeast inh: 1%

[17] CC(O)(c1cccnc1)c1nc(-c2ccc3ccccc3c2)cs1 (stereo unspecified)
  PTHR1 agonist: -1%
  HEK293 tox: 5%
  D3 antag: 0
  KB-V1 cytotox: 6.5µM*
  D3 ag: -2
  GLP1R inv ag: ?
  aSyn yeast inh: ?
  GLP1R ag: ?
  TDP-43 yeast inh: ?

[18] Cc1ccc(NC(=O)C2CC(O)CN2C(=O)Oc2ccccc2)c(C)c1 (stereo unspecified)
  PTHR1 agonist: i
  HEK293 tox: 10%
  D3 antag: 1
  KB-V1 cytotox: 21%
  D3 ag: -8
  GLP1R inv ag: 11%
  aSyn yeast inh: -1%
  GLP1R ag: 9%
  TDP-43 yeast inh: -8%

[19] CCOC(=O)Cc1nnc(NC(=O)CSc2nnc3c4ccccc4n(C(C)C)c3n2)s1
  PTHR1 agonist: i
  HEK293 tox: -13%
  D3 antag: 49
  KB-V1 cytotox: 5%
  D3 ag: 3
  GLP1R inv ag: 46%[activator]
  aSyn yeast inh: -3%
  GLP1R ag: 5%
  TDP-43 yeast inh: 5%

The results go on.
The line under a structure holds: PTHR1 agonist	HEK293 tox	D3 antag	KB-V1 cytotox	D3 ag	GLP1R inv ag	aSyn yeast inh	GLP1R ag	TDP-43 yeast inh
(31) COc1ccccc1C(C)NC(=O)CN(C)CC(=O)Nc1c(C)cccc1C (stereo unspecified)
  i	5%	-12	3%	0	-6%	-6%	-2%	3%
(32) COc1ccc(Br)cc1CNC(=O)C1COc2ccccc2C1 (stereo unspecified)
  -23%	1%	nt	-5%	-14	-27%	nt	nt	17%[9.22 µM]
(33) O=C(NCc1ccc(F)cc1)C1CCCN(c2cnccn2)C1 (stereo unspecified)
  i	6%	-14	-4%	-6	17%	-7%	27%	18%
(34) Cc1ccc(C(=O)NCC(=O)OCc2nnc(-c3ccc([N+](=O)[O-])cc3)o2)cc1
  -22%	4%	21	?	-1	10%	0%	2%	22%
(35) C=CC(COCc1ccccc1)N(CC(=O)OC)S(=O)(=O)c1cc(Br)ccc1OC (stereo unspecified)
  -2%	1%	1	?	-16	?	3%	10%	12%
(36) O=C1CC(c2ccccc2)Cc2[nH]c(=O)c(-c3nc(-c4ccc(F)cc4)cs3)cc21 (stereo unspecified)
  2%	-20%	nt	-12%	-23	?	4%	nt	-2%
(37) COc1cc(Cn2c(N)c(C#N)c3nc4ccccc4nc32)cc(OC)c1
  i	145%[activator]	-18	-27%	-4	17%	2%	-1%	10%
(38) CN(Cc1ccco1)C(=O)CCc1nc2sc3c(c2c(=O)[nH]1)CCCC3
  -34%[inhibitor]	22%	-4	-17%	-17	7%	4%	-2%	3%
(39) CNC(=O)c1c(C)nc(SCC(=O)NCc2ccc(OC)cc2)c(C#N)c1-c1ccco1
  i	5%	-3	3%	1	2%	0%	-3%	29%
(40) C/C(=C\c1ccc(Cl)cc1)C(=O)c1c(C)cc(C)[nH]c1=O
  i	-13%	4	10%	12	?	9%	0%	11%
(41) C[C@@H](NC(=O)c1nc[nH]c1C(=O)OCc1ccccc1)c1ccccc1
  -21%	-28%	13	-12%	-13	11%	0%	3%	-3%
(42) CN(CC(=O)Nc1ccccc1C(F)(F)F)C(=O)CSc1nc(N)cc(N)n1
  9%	-3%	-8	-15%	-10	-3%	-1%[1.84 µM]	4%	-4%
(43) CC(C)(C)C1CCc2c(sc3ncn(N)c(=N)c23)C1 (stereo unspecified)
  -14%	-27%	17	-22%	7	?	-13%	1%	12%
(44) COc1cccc(OC)c1C(=O)NC(=S)Nc1ccc(N2CCOCC2)c(Cl)c1
  i	6%	18	25%	3	-7%	0%	-4%	18%

A portion of the library; count on the stated rates, not on these rows.
